# miR122 inh: inhibitors of miR-122 in Huh7 cells | Huh7 miR-122 Renilla luciferase sensor, 48 h; neutral wells = 0, positive control = 100 | activation (reporter increase), % at 12.5 µM | actives 0.3% (n = 340,000);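 active = mean replicate activation score at least 90 and every replicate individually at or above 90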;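 also: higher luciferase means less miR-122 activity so hits act as miR-122 inhibitors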
# CASP6 VEID inh: caspase-6 (human) enzyme inhibition | P55212 | purified caspase-6, Z-VEID-R110 cleavage fluorescence | inhibition, % at 12.5 µM | actives 0.53% (n = 350,000) | AID 686996;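 active = mean inhibition across replicates at least about 35%, with every replicate also reaching that limit, limit read from the data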;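 also: 0% = median of neutral control wells and 100% = no fluorescence left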
# Target sequence (P55212 24-179 limits assumed): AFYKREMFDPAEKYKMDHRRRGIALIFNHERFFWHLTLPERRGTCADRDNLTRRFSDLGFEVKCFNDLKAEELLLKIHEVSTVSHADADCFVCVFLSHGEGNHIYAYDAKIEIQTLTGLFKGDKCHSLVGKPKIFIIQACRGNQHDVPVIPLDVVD
# Target sequence (P55212 194-293 limits assumed): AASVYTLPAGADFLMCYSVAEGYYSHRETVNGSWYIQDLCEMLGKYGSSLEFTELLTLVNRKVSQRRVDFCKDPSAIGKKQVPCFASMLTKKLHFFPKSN
# SIRT5 block: blocks human SIRT5 desuccinylation of peptide; inhibition, % at 15 µM; actives 1.1% (n = 330,000); AID 652115; Q9NXA8; Purified SirT5, succinyl-peptide AMC, trypsin-coupled fluorescence; in the data active = inhibition above about 15%
# Target sequence (Q9NXA8 whole entry, looked up): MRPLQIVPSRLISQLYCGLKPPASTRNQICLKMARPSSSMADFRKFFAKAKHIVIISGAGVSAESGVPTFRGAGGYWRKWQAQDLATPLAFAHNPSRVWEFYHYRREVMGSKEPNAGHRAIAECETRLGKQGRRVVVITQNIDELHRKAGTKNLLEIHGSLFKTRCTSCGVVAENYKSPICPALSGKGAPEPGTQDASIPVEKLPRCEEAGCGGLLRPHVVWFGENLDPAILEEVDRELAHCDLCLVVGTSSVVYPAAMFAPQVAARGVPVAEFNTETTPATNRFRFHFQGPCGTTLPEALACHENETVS
# CFTR F508del cor: correctors of CFTR F508del function in bronchial epithelial cells. AID 720511. activity (quench increase), % at 7.58 µM. actives 0.36% (n = 350,000). CFBE cells, YFP halide quenching; stimulated with forskolin plus potentiator P3; % fluorescence drop versus neutral controls;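 active = mean added fluorescence quench of at least 8% versus neutral control, with both replicates also reaching 8%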;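 also: cells transiently co-express mutant CFTR-F508del with the halide-sensitive YFP; corrector assay measuring rescue of mutant channel to the surface after 24 h compound exposure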
# ERAP1 inh: ERAP1 (human) enzyme inhibition. actives 0.15% (n = 340,000). recombinant ERAP1, Leu-AMC fluorescence, 60 min. Q9NZ08. inhibition, % at 10.7 µM;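 active = mean replicate inhibition of at least 30%, or all replicates individually reaching that 30% level; inactive = mean below 30% and not every replicate reaching it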;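 also: 0% = neutral control wells and 100% = L-leucinethiol positive control wells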
# ERp5 block: inhibitors of human ERp5; ERp5 insulin aggregation, absorbance 650 nm, 90 min; inhibition, % at 9.99 µM; actives 0.05% (n = 350,000);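 active = mean replicate inhibition above about 25%, with every replicate also reaching it, limit read from the data, passing the limit was not always enough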
# Target sequence (Q15084 whole entry, looked up): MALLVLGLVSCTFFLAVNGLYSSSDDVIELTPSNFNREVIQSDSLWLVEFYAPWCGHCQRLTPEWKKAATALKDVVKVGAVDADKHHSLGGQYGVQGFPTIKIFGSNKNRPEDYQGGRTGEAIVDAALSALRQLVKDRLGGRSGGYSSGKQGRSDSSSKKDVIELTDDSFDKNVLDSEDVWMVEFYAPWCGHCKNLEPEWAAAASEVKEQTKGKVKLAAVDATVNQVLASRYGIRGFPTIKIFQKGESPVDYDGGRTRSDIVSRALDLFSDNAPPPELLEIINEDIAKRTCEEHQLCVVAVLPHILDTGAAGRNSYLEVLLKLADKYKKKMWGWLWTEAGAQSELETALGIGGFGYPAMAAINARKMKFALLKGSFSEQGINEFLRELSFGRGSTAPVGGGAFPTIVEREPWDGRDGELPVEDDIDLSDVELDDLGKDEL
# DENV2 CPE: inhibitors of DENV2 cytopathic effect; CPE inhibition, % at 9.99 µM; DENV2-infected cells, cytopathic effect rescue, plate reader; actives 1.7% (n = 350,000); AID 651640; in the data active = CPE inhibition above about 20%, passing the limit was not always enough; tested in BHK-21 cells;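 also: 0% = median of neutral control wells and 100% = median of positive control wells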
# Numbers without * were called inactive; / = no result given; & = joins results of further samples; [ ] = remark or other dose.
# Start of the listing, in advance (3 entries):
Structure	miR122 inh	CASP6 VEID inh	SIRT5 block	CFTR F508del cor	ERAP1 inh	ERp5 block	DENV2 CPE
Cc1ccc(NC(=O)COC(=O)Cc2cccs2)cc1S(=O)(=O)N1CCOCC1	-9.6	1.7	-0.2	2.4	-1.1	2.7	-2.5
C[C@H](CO)N1C[C@H](C)[C@H](CN(C)C)Oc2ncc(/C=C/c3ccccc3)cc2C1=O	7.8&-3.4[16.7 µM]	-1.7&0.9	-17.7&-18.0	1.1&1.1	-0.1&3.0	-1.8&-1.8	-2.1&-2.9
COc1ccc(CNC(=O)CN2C(=O)c3ccccc3S2(=O)=O)cc1	-9.7	-7.1	1.0	-2.4	-1.3	10.4	3.5

# All compounds of this part (from the top)
Structure	miR122 inh	CASP6 VEID inh	SIRT5 block	CFTR F508del cor	ERAP1 inh	ERp5 block	DENV2 CPE
Cc1ccc(NC(=O)COC(=O)Cc2cccs2)cc1S(=O)(=O)N1CCOCC1	-9.6	1.7	-0.2	2.4	-1.1	2.7	-2.5
C[C@H](CO)N1C[C@H](C)[C@H](CN(C)C)Oc2ncc(/C=C/c3ccccc3)cc2C1=O	7.8&-3.4[16.7 µM]	-1.7&0.9	-17.7&-18.0	1.1&1.1	-0.1&3.0	-1.8&-1.8	-2.1&-2.9
COc1ccc(CNC(=O)CN2C(=O)c3ccccc3S2(=O)=O)cc1	-9.7	-7.1	1.0	-2.4	-1.3	10.4	3.5
COc1ccc(C2=NOC(C(=O)Nc3cccnc3)C2)cc1OC (stereo not given)	-13.1	2.4	5.9	5.1	/	-0.1	-4.9
Cc1nn(CC(=O)Nc2c(F)c(F)cc(F)c2F)c(=O)c2cccn12	2.3	-2.3	0.8	-1.1	-3.0	-0.7	3.4
CN(C(=S)NC(=O)C1CC1)c1ccc(O)cc1	2.1	4.0	0.8	-4.8	-0.7	2.3	-3.8
Cc1ccc(S(N)(=O)=O)cc1NC(=O)c1ccc2c3c(cccc13)CC2	8.5	4.3	0.3	4.6	/	-1.5	-5.9
CN1C(=O)c2cc(NC(=O)c3cscn3)ccc2OC[C@@H]2O[C@H](CC(=O)NCc3ccc(Cl)c(Cl)c3)CC[C@H]21	-30.0[16.7 µM]	0.2	-0.4	0.9	-3.3	1.3	4.7
CC(C)CCN1CCC(CN2C(=O)C(=O)NC[C@@H]2Cc2ccccc2)CC1	-3.6	0.4	-7.2	-2.8	-0.4	-3.0	-0.4
COc1cc2c(cc1OC)C(C)N(C(=O)c1nccnc1C(=O)O)CC2 (stereo not given)	-2.4	0.9	-1.6	0.4	5.3	-3.0	20.0
CC(C)c1ccc(/C=N/n2cnnc2)cc1	/	0.2	-0.3	-1.6	7.6	-1.8	-2.7
COc1ccc2c(c1OC)C(=O)OC2C/C(=N\NC(N)=O)c1ccccc1 (stereo not given)	/	-7.1	-1.0	-3.0	1.2	-1.6	-1.8
O=C(COc1ccc(Br)cc1CO)Nc1ccc(F)cc1	/	1.5	2.6	/	1.6	-1.5	/
Cc1nnc(SCc2nnc(-c3cccs3)o2)n1Cc1ccccc1	0.4	1.7	-4.3	-1.9	-2.5	-1.4	4.3
C[C@H](CO)N1C[C@H](C)[C@H](CN(C)C(=O)C2CCCCC2)OCCCC[C@H](C)Oc2ccc(NC(=O)CCC(F)(F)F)cc2C1=O	-1.2[16.7 µM]	-0.7	3.6	1.7	-1.9	4.8	0.3
CO[C@H]1CN(C)C(=O)c2cc(NC(=O)C3CCOCC3)ccc2OC[C@H](C)NC[C@H]1C	6.1[16.7 µM]	-0.4	-2.8	0.9	2.3	0.6	3.4
COc1ccc(Oc2ccccc2C#N)cc1	4.1	0.6	1.5	-0.2	/	-4.6	10.5
CCn1cc(CNCc2cn[nH]c2-c2cc3ccccc3o2)cn1	/	-3.0	3.1	-2.3	1.4	-7.6	0.4
O=C(CSc1nnnn1-c1ccc(O)cc1)c1cc2ccccc2o1	/	-0.8	3.8	1.6	/	0.4	4.0
Cn1c(SCC(=O)NNC(=O)c2ccc(Br)cc2)nnc1-c1cccnc1	/	1.1	0.6	0.1	-0.9	2.0	-5.1
CCOC(=O)CCCNC(=O)COC(=O)/C=C/c1ccc2c(c1)OCO2	/	2.6	-4.7	-2.2	3.7	4.2	12.1
O=C1NCCCC1C(=O)NCCNC(=O)C(F)(F)F (stereo not given)	-5.1	3.7	-0.1	0.3	1.0	0.5	-4.7
COC(=O)c1cc(NC(=O)CN(C)Cc2ccccc2)cc(C(=O)OC)c1	-6.8	0.6	-6.2	0.8	2.9	3.0	5.4
O=C(C[C@@H]1C=C[C@@H](NC(=O)c2cccc(F)c2)[C@@H](CO)O1)NCCN1CCCC1	/	0.3	-0.9	1.7	-0.1	1.1	-6.4
CCOC(=O)c1sc2ncn(/N=C/c3ccc(O)c(OC)c3)c(=O)c2c1C	/	0.5	-2.2	1.4	3.4	-0.7	-3.9
O=C(Cc1ccccc1)N[C@@H]1C=C[C@H](CC(=O)N2CCOCC2)O[C@H]1CO	/	-3.3	5.4	1.9	-1.4	-0.6	-0.7
C[C@@H]1CN([C@H](C)CO)C(=O)Cc2cc(NC(=O)C3CCCCC3)ccc2O[C@@H]1CN(C)CC1CCCCC1	-5.3[16.7 µM]	3.1	4.8	1.0	1.5	-4.3	4.3
CN(C)c1ccc(CNS(=O)(=O)c2csc(C(N)=O)c2)cc1	-6.4	0.4	-2.8	-2.1	0.0	2.7	9.7
COc1ccc(-c2ccc(=O)n(Cc3cccc([N+](=O)[O-])c3)n2)cc1	/	0.7	-2.1	-1.2	/	-0.9	-2.5
COc1ccccc1C(C)NC(=O)c1ccccc1SCC(=O)N1CCCC1 (stereo not given)	/	4.0	-0.1	-3.9	1.3	8.1	-8.5
C=CCNC(=S)Nc1ccc(N2CCOCC2)c(S(=O)(=O)Nc2ccccc2Cl)c1	39.1	2.5	-3.1	0.7	-3.8	0.7	/
C[C@H]1CCCCO[C@@H](CN(C)C(=O)c2ccncc2)[C@@H](C)CN([C@@H](C)CO)C(=O)c2cc(NC(=O)c3ccncc3)ccc2O1	4.3[16.7 µM]	0.6	-1.1	-0.3	-0.8	0.8	0.7
Cc1nn(C)c(=O)c(N)c1-c1cc(-c2ccc(Cl)c(Cl)c2)n[nH]1	-6.4	-2.8	4.9	7.2	/	2.1	-1.0
O=C(CCCCCCCCC(=O)N1CCCCC1)N1CCCCC1	-2.2	2.0	/	-0.9	0.2	-0.3	1.1
O=C(CN1CCN(C(=O)C2CCC2)CC1)Nc1ccc(F)cc1	/	-0.3	-1.8	2.3	-9.5	3.6	32.1*
CCc1ccc(NC(=O)CCC(=O)N2CCSc3ccccc32)cc1	5.1	-1.7	-5.8	2.5	-1.2	1.1	-1.6
O=C(NCCN1CCOCC1)/C(=C\c1ccc(Br)cc1)NC(=O)c1cccs1	/	-0.8	-0.1	/	4.0	0.9	0.3
C[C@H]1CN([C@@H](C)CO)C(=O)c2cc(C3=CCCC3)cnc2O[C@H]1CN(C)C(=O)Nc1ccc(F)cc1	-0.2[16.7 µM]	3.1	3.5	1.7	0.0	0.3	-3.5
COc1ccc(-c2nn(-c3ccccc3C)cc2CNCCc2cnc[nH]2)cc1F	-2.2	-2.0	/	3.3	1.1	2.3	3.2
CCCN1CCC(=O)N([C@H](CSc2ccc(Br)cc2)c2ccccc2)CC1	-1.2	/	/	1.0	-1.9	-0.9	-0.6
CCN(C(=O)CSc1nc2cc(S(=O)(=O)N(CC)CC)ccc2o1)C1CCS(=O)(=O)C1 (stereo not given)	/	4.7	-2.0	0.2	1.8	5.0	-4.0
CCCOC(=O)c1c(-c2ccccc2)nc(CC)c(C(=O)SCC)c1CCC	-5.7	1.2	-0.1	-6.1	-1.4	-0.4	5.9
Cc1ccc(N2CCN(C(=O)C3CCCN(c4ncnc5c4nc4n5CCCCC4)C3)CC2)c(C)c1 (stereo not given)	/	-4.1	-2.3	0.8	-3.1	/	2.1
COc1ccc(F)cc1CN1CCN(CC(=O)N2CCc3ccccc32)CC1	-4.9	-0.3	-1.2	-3.5	-2.0	-10.4	3.1
CC(=O)N(Cc1ccccc1C)c1cccc(C)c1C	-2.2	/	-8.0	-0.7	-4.5	-3.1	-3.4
CC(C)N(CCO)C(=O)CCc1nnc(Cc2cccc(C(F)(F)F)c2)o1	1.4	2.0	-0.8	-1.1	0.3	0.4	-1.1
Cc1ccccc1NC(=O)COC(=O)C1=COCCO1	-12.8	0.4	1.8	2.0	-3.7	-1.2	-1.8
O=C(NCCCN1CCCC1)Nc1ccc(F)cc1	-3.4	-31.2	-3.6	-3.2	-1.3	1.2	-4.5
O=C(/C=C/c1ccc2c(c1)OCO2)Nc1ccc(Cl)cn1	/	-1.0	-3.6	2.9	-1.1	-0.3	/
O=C(CS(=O)Cc1ccccc1Cl)Nc1ccccc1Cl (stereo not given)	/	0.2	0.0	-2.6	-6.1	-3.4	-2.1
CCc1ccc(Cn2nnc(C(=O)NCc3ccccc3OC)c2N)cc1	-4.7	-0.4	/	-8.7	/	1.0	-2.5
Cc1ccccc1-c1ccc([C@@H]2[C@H]3CN(C(=O)Nc4ccccc4)CCCCN3[C@H]2CO)cc1	4.1[16.7 µM]	3.6	-12.1	-1.0	0.3	4.1	61.5*
COc1cc(NC(=O)NCc2ccco2)ccc1-c1ccc(NC(=O)NCc2ccco2)cc1OC	10.2	-5.0	-6.7	-5.4	-7.5	-5.4	10.8
CN(C)CCN1C(=O)C(=O)/C(=C(/O)c2ccc(S(=O)(=O)N3CCOCC3)cc2)C1c1ccc(Br)cc1 (stereo not given)	-7.3	-3.0	-7.8	1.3	1.2	-1.7	8.8
Cc1[nH]n(-c2ccccc2)c(=O)c1C=NC1CCCCC1	-2.9	-0.3	-3.9	/	-0.3	0.4	-12.1
COc1cccc(C(=O)Nn2c(-c3cccs3)nc3ccccc3c2=O)c1OC	40.0	0.7	1.2	-0.4	-3.0	-7.1	4.3

# The listing continues.
Structure	miR122 inh	CASP6 VEID inh	SIRT5 block	CFTR F508del cor	ERAP1 inh	ERp5 block	DENV2 CPE
CC1CCN(C(c2cc3cc4c(cc3[nH]c2=O)OCO4)c2nnnn2CC2CCCO2)CC1 (stereo not given)	-9.7	-1.4	-1.5	1.0	-3.2	6.6	-1.4
O=C(CCC(=O)c1cccs1)NCc1cccc(Cl)c1	/	-0.9	-0.5	-2.5	-1.7	6.8	4.1
Cc1[nH][nH]c(=O)c1C(c1c(C)[nH][nH]c1=O)c1cn(C)c2ccccc12	/	34.7	2.4	-0.4	5.1	2.6	-1.4
CCCC[C@@H]1C=C(C(=O)O)[C@H](c2ccc(Cl)c(Cl)c2)N1S(=O)(=O)c1ccc(C)cc1	1.9	9.0	6.9	5.5	/	0.5	0.9
CC(C)(C)c1ccc(/C=C2\Oc3cc(OC(=O)N4CCOCC4)ccc3C2=O)cc1	/	-0.8	-4.6	/	2.5	1.5	-2.6
COc1ccccc1C(=O)OCc1c(-c2ccccc2)ncc2ccccc12	-2.6	-3.0	/	4.0	/	-2.7	1.9
CCCNC(=O)C[C@H]1CC[C@H]2[C@@H](COc3ccc(NC(=O)C4CCOCC4)cc3C(=O)N2C)O1	/	-0.4	1.4	-1.1	-1.0	-6.0	-8.3
O=C(c1ccc2c(c1)OCO2)N1CCN=C1SCc1cccnc1	-21.5	2.3	/	-1.3	0.3	3.3	15.1
COc1ccc(/C=N/NC(=O)c2cccnc2)cc1CSc1ccccn1	/	-0.7	-0.3	11.0*	/	-1.7	-3.0
CC(OC(=O)c1ccc2ncsc2c1)C(=O)N(C)C1CCCCC1 (stereo not given)	-9.3	11.5	3.2	-0.7	0.9	-2.0	-8.6
CCOc1cc(C(=O)CCC(=O)OCC(=O)NC(=O)NCC(C)C)ccc1O	3.9	-3.4	-5.2	0.4	-0.1	-0.9	4.5
CN1C(=O)c2cc(NC(=O)Cc3ccccc3)ccc2OC[C@@H]2O[C@@H](CC(=O)NCC3CC3)CC[C@@H]21	183.3*[16.7 µM]	0.7	2.1	-0.5	-1.6	8.9	-7.2
Cc1nc([N+](=O)[O-])c(C(=O)OCc2ccccc2C#N)n1C	/	1.6	0.1	-0.1	4.4	2.6	5.1
C[C@@H]1CN([C@@H](C)CO)C(=O)c2cc(Br)cnc2O[C@H]1CN(C)Cc1cccc(C(=O)O)c1	-3.8	-1.5&-1.6	-1.4&-3.5	0.9&0.0	-1.8&-1.9	1.5&6.0	-5.9&14.3
